Screens from PubChem BioAssay.
MT1-MMP txn act: MT1-MMP promoter transcription activation; HT1080 MT1-MMP promoter luciferase reporter, luminescence, overnight; hits give high values; activation factor at 10 µM; AID 750; 86,000 compounds, 0.16% hits;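 active = activation factor of at least 2 for MT1-MMP transcription at 10 µM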
PLAP activator: activators of human placental alkaline phosphatase; P05187; purified PLAP enzyme, luminescent substrate read-out; hits give high values; activation fold at 20 µM; 96,000 compounds, 1.2% hits; AID 696; in the data active = activation fold above about 2
Target sequence (P05187 whole entry, looked up): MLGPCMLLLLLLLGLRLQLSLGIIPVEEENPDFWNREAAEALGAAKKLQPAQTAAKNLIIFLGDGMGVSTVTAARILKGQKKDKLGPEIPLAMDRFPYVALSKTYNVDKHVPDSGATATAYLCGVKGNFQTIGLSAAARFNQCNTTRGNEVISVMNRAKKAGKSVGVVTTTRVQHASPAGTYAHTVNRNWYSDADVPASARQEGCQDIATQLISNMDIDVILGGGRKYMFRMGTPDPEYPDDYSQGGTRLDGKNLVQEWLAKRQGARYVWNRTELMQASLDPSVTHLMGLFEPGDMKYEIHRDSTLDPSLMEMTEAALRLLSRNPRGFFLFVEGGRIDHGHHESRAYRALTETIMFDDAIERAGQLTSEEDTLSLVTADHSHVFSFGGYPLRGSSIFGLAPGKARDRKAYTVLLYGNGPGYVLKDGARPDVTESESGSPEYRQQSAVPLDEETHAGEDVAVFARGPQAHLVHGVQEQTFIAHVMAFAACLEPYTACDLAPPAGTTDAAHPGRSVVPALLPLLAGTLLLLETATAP
CYP2C19 activ: increases human CYP2C19 enzyme activity. P33261. recombinant CYP2C19, luciferin-H EGE luminescence; hits give high values; 0 = fully inhibited enzyme, 1 = untreated enzyme. activation factor at 5 µM. 96,000 tested, under 10 active. AID 1025;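 active = activation factor of at least 2 at 5 µM in the primary screen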;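 note: 0 = wells with 2.5 mM tranylcypromine and 1 = vehicle-only wells; values of inactives mirror those of a sister screen read the other way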
CYP2C9 inhib: human CYP2C9 inhibition; P11712; CYP2C9 Supersomes, luciferin-H conversion, luminescence; inhibition, % at 5 µM; 96,000 compounds, 20% hits;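 active = blocking of liver enzyme CYP2C9 beyond about 50% at 5 µM, limit read from the data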; note: values of inactives mirror those of a sister screen read the other way
Target sequence (P11712 whole entry, looked up): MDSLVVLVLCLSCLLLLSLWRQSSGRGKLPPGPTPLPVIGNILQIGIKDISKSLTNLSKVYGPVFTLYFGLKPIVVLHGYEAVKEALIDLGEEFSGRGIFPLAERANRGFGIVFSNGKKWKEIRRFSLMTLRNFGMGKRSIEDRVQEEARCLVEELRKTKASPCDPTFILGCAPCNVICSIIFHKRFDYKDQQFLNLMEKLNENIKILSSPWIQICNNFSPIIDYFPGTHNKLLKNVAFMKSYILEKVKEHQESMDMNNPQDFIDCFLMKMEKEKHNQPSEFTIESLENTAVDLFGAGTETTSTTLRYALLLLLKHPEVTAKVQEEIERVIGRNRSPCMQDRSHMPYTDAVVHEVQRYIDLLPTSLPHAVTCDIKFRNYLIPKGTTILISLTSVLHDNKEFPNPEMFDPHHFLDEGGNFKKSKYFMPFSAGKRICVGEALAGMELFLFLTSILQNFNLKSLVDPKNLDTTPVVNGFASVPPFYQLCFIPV
CYP2C19 inh: inhibitors of human CYP2C19 | P33261 | CYP2C19 Supersomes, luciferin-H EGE luminescence, 30 min | inhibition, % at 5 µM | 96,000 compounds, 21% hits | AID 778;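 active = CYP2C19 inhibition above a set limit at 5 µM in the primary screen, cut at about 50% in these data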;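 note: plate controls were negative control wells for no effect and 2.5 mM tranylcypromine positive control for full effect; values of inactives mirror those of a sister screen read the other way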
CD11b adhes inh: inhibitors of human CD11b/CD18 binding to fibrinogen. AID 1497. P05107+P11215. inhibition, % at 10 µM. 93,000 compounds, 0.54% hits. K562 CD11b/CD18 adhesion to fibrinogen, ATPlite luminescence; Mn2+ added to activate the integrin;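 active = primary inhibition of 50% or more at 10 µM, then 40% or more on retest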; note: some results filed as inactive read as strong as hits
CYP2C9 act: CYP2C9 (human) activation | recombinant CYP2C9, luciferin-H conversion, luminescence; hits give high values; factor 1 = untreated enzyme, 0 = blocked | P11712 | activation factor at 5 µM | 96,000 compounds, 1.4% hits | AID 1024;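 active = activation factor of 2 or more for CYP2C9 at a 5 µM dose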;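 note: 0 = sulfaphenazole-blocked wells and 1 = vehicle-only wells; values of inactives mirror those of a sister screen read the other way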
CD11b adhes enh: enhancers of human CD11b/CD18 binding to fibrinogen; P05107+P11215; K562 CD11b/CD18 adhesion to fibrinogen, ATPlite luminescence; activation, % at 10 µM; 93,000 compounds, 0.07% hits;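 active = 10 µM primary screen giving 50% or more activity, confirmed by 40% or more on retest at that dose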; note: strong numbers were not always called active; reference of the scale not given here
PTK2B oligo ant: antagonists of human Pyk2 oligomerization; 99,000 compounds, 0.83% hits; Q14289; Q293 cells, Pyk2 FERM NanoBiT luminescence; hits give low values; AID 1347419; z-score (the deposit names both 25 µM and 10 µM);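 active = Z-score of -3 or lower, scaled per plate to the spread of control and sample wells; inactive = z-score above -3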;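 note: negative z-score means lost luminescence so less FERM oligomerization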
* marks the source's active call; other numbers are inactive results; nt = no result given.

SMILES | MT1-MMP txn act | PLAP activator | CYP2C19 activ | CYP2C9 inhib | CYP2C19 inh | CD11b adhes inh | CYP2C9 act | CD11b adhes enh | PTK2B oligo ant
CCOc1ccc(CCNC(=O)C2CCCN(c3nn4c(=O)cc(C)nc4s3)C2)cc1OCC (centres undefined) | 1.2 | 1.5 | 0.7 | 35 | 31 | -14 | 0.7 | 0 | 1.1
CC1CCC/C(=N\NC(=S)NCc2ccccc2)C1 (centres undefined) | 1.1 | 1 | 0.2 | 85* | 82* | 10 | 0.1 | -4 | -0.57
CN(C)c1nc(SCCOC(=O)Nc2ccccc2)nc(N(C)C)n1 | 1.2 | 1.6 | 0 | 68* | 99* | -4 | 0.3 | 2 | -0.22
CCC(=O)Nc1nc(=S)ss1 | 1.1 | 1.4 | 0.8 | 99* | 23 | -22 | 0 | -3 | 0.66
COc1ccc(-c2cc(CCCC(=O)NCc3ccccn3)no2)cc1 | 1.1 | 1.6 | 0.4 | 67* | 56* | -26 | 0.3 | -3 | nt
CC1CCCC(NC(=O)Cn2cc3c(n2)CCCCC3)C1C (centres undefined) | 1 | 1 | 1 | -45 | -1 | -1 | 1.4 | -1 | nt
Cc1cc(-c2ccccc2)nc(Oc2ccc(C(C)(C)C)cc2)c1S(C)(=O)=O | 0.9 | 1.1 | 1 | 48 | 4 | 6 | 0.5 | -2 | -0.16
COCC(C)n1c(-c2ccc3c(c2)NC(=O)CO3)csc1=Nc1ccc(OC(F)F)cc1 (centres undefined) | 1.1 | 1.1 | 0.8 | 69* | 16 | 96* | 0.3 | -10 | 0.86
CCCCOc1ccc(OC(=O)c2cccnc2)cc1 | 1.2 | 1 | 0.9 | 39 | 14 | nt | 0.6 | nt | -0.39
CCOC(=O)CC(=O)Nc1nc2ccccc2s1 | 1.1 | 1.4 | 0.7 | 18 | 28 | -9 | 0.8 | 2 | 0.29
Cc1ccccc1N=C/C=C1\N(C)c2ccccc2C1(C)C | nt | 1.1 | 0.5 | 16 | 46 | 2 | 0.8 | -3 | 0.65
Cc1ccc(OCC(=O)NCCN2CCOCC2)cc1C | 1.2 | 1 | 0.8 | -20 | 22 | 0 | 1.2 | -3 | 1.1
Cn1c(=O)[nH]c(=O)c2c1nc(CN(Cc1ccccc1)Cc1ccccc1)n2CCN1CCOCC1 | 1.1 | 1.2 | 0.9 | 8 | 15 | nt | 0.9 | nt | -0.21
N#Cc1nc(COc2ccc(Br)cc2)oc1N1CCCC1 | 1 | 1 | 0 | 65* | 99* | -13 | 0.4 | 4 | -1.5
O=c1c2[nH]c3ccccc3c2ncn1C1CCCCC1 | 1.2 | 1 | 1 | 2 | 4 | 2 | 1 | -2 | -0.57
COC(=O)c1cc(OC)c(OC)cc1NC(=O)Nc1ccc(OC)cc1 | 0.9 | 1 | 0.9 | 5 | 13 | -4 | 0.9 | -2 | 0.52
CC1CC(=O)C2=C(C1)Nc1ncnn1C2c1ccccc1 (centres undefined) | 1.3 | 1.1 | 0.8 | 11 | 16 | 0 | 0.9 | -4 | 0.84
N#CCSc1nnc(Nc2ccccc2)s1 | nt | 1 | 0.2 | 42 | 84* | -10 | 0.6 | 3 | 1
Cn1c(=O)c2[nH]c(CNCc3ccccc3Cl)nc2n(C)c1=O | 1.1 | 2.9* | 0.8 | 6 | 20 | nt | 0.9 | nt | -0.34
Nc1cc(=O)[nH]c(SCC(=O)N2CCc3ccccc3C2)n1 | nt | 0.9 | 1.2 | -30 | -21 | -17 | 1.3 | -4 | 0.29
CCOC(=O)N1CCN(C(=O)COc2cc(=O)n(CC)c3ccccc23)CC1 | 1.1 | 1.2 | 1 | 0 | -1 | -17 | 1 | -3 | 0.26
CCS(=O)(=O)NCCc1ccc(OC)c(OC)c1 | 0.9 | 1 | 0.9 | 0 | 13 | 13 | 1 | -2 | 0.4
O=C1CCC(=O)N1c1cccc(-c2nc3ccccc3o2)c1 | 1.3 | 0.9 | 0.9 | 34 | 14 | 18 | 0.7 | -2 | nt
NC(=O)c1ccc(-n2nnnc2SCc2ccccc2)cc1 | 1.2 | 1.1 | 0.1 | 46 | 87* | -11 | 0.5 | 7 | 0.94
O=C(CCc1nc2ccccc2[nH]1)Nc1ccc(F)cc1 | 1.1 | 0.9 | 0.6 | 25 | 40 | -22 | 0.8 | 3 | 1.1
COCCN1C=C(C(=O)OC)C(c2ccc(OC)c(OC)c2)C(C(=O)OC)=C1 | 1.1 | 1.4 | 1.1 | 0 | -14 | -19 | 1 | 1 | -0.01
CCN(CC)C(=O)c1ccc(C)c(Br)c1 | 1.1 | 0.9 | 0.9 | -22 | 10 | -3 | 1.2 | 4 | 1.2
O=C1NCC2=C1C(c1ccc(Br)cc1)Nc1ccccc1N2 (centres undefined) | nt | 0.9 | 0.8 | 55* | 22 | nt | 0.5 | nt | 0.3
O=C(c1cc(C2CC2)on1)N1CCN(c2ccccc2)CC1 | nt | 1.2 | 0.1 | 52* | 91* | -9 | 0.5 | -1 | nt
c1cnc2ccc(C(c3nnnn3C3CCCC3)N3CCN(c4nc5ccccc5s4)CC3)cc2c1 (centres undefined) | 1 | 1.6 | 0.3 | 88* | 70* | 8 | 0.1 | -2 | -1.7
O=c1[nH]c(CN2CCN(c3ccc(F)cc3)CC2)nc2ccccc12 | 1.3 | 1 | 0.8 | 12 | 20 | nt | 0.9 | nt | 0.47
COc1ccc(OC)c(C2C3=C(CCCC3=O)Nc3c2c(=O)n(C)c(=O)n3C)c1 (centres undefined) | 1 | 1.4 | 1 | 36 | 4 | -26 | 0.6 | 4 | 0.08
O=C1c2ccsc2SCCN1Cc1ccccc1Cl | nt | 0.8 | 0.6 | -3 | 41 | 5 | 1 | 3 | -0.33
Cc1noc(/C=C/N(C)C)c1S(=O)(=O)NC1CCCCC1 | 1 | 1.1 | 0.7 | 30 | 26 | -8 | 0.7 | -4 | 1.3
O=C(Oc1ccccc1Cl)c1ccc(-n2cncn2)nc1 | nt | 1 | 0.1 | 78* | 93* | nt | 0.2 | nt | 0.03
COc1ccc(-c2noc(CCC(=O)Nc3ccc(C)c(C)c3)n2)cc1 | 1.1 | 0.9 | 0.6 | 58* | 39 | -30 | 0.4 | 11 | -0.72
Cc1ccc(-c2noc(C3CCCN(S(=O)(=O)c4ccc5ccccc5c4)C3)n2)o1 (centres undefined) | 1.3 | 1.4 | 0.7 | -32 | 33 | 8 | 1.3 | 53* | 0.07
Cc1sc2nc(C3CCCCC3)nc(SCC(=O)N3CC(=O)Nc4ccccc43)c2c1C | nt | 0.8 | 0.6 | 86* | 40 | nt | 0.1 | nt | -2.5
Fc1ccc(NC(=S)NCc2ccccn2)cc1 | nt | 0.9 | 0.9 | -2 | 13 | nt | 1 | nt | 0.4
Cc1ccc(C(=O)Cn2cnc3ccccc3c2=O)cc1C | nt | 0.9 | 0.8 | 18 | 24 | -9 | 0.8 | -2 | -0.1
CN(C(=O)COC(=O)c1ccc2c(c1)NC(=O)CS2)C1CCS(=O)(=O)C1 (centres undefined) | nt | 0.9 | 1.1 | -12 | -8 | nt | 1.1 | nt | -0.05
CCCCCn1c(SCC(=O)OCC)nc2cc(C(=O)N3CCC(C(N)=O)CC3)ccc2c1=O | 1.1 | 1.3 | 0.8 | 21 | 21 | -10 | 0.8 | -5 | -2
COc1ccc(OC)c(C2C(C(N)=O)=C(C)Nc3nc(CCCO)nn32)c1 (centres undefined) | 1.1 | 0.8 | 1.1 | 1 | -5 | -7 | 1 | -1 | nt
CCc1ccc2oc(=O)cc(CN3CCC(C)CC3)c2c1 | 1.1 | 1 | 0.7 | 26 | 25 | 1 | 0.7 | 3 | 1.2
Cc1cccc(-n2cnc(C(=O)N/N=C\c3ccc(Br)cc3)c2)n1 | 1 | 1.5 | 0.9 | -24 | 14 | 9 | 1.2 | -2 | -0.19
Cc1[nH]c2ccccc2c1SCC(=O)N1CCCc2ccccc21 | nt | 1 | 0.2 | 9 | 76* | 0 | 0.9 | 2 | nt
CCCCOC(=O)Nc1cc(Cl)ccc1C | 1 | 1.1 | 0.9 | 0 | 11 | 15 | 1 | -5 | -0.09
COc1ccc(-c2ccc3c(N)c(C(=O)c4ccc(OC)c(OC)c4)sc3n2)cc1 | nt | 1.2 | 1 | 2 | 1 | 13 | 1 | 19 | -0.2
CCCCCC(=O)Nc1nc(C)c(-c2csc(Nc3cc(Cl)ccc3C)n2)s1 | nt | 1 | 1 | 30 | 0 | -19 | 0.7 | 3 | nt
N#Cc1c(N)nc2c(c1N)CC(CO)O2 (centres undefined) | nt | 1.1 | 0.9 | 12 | 6 | 3 | 0.9 | -2 | 0.02
COC(=O)CCn1nnc(-c2ccc(C(C)C)cc2)n1 | nt | 1.5 | 1 | -13 | 4 | 6 | 1.1 | 3 | 1.7
Cc1ccc(NC(=O)c2oc3c(c2C)C(=O)CC(C)(C)C3)cc1 | 1 | 1 | 0.2 | 11 | 77* | 8 | 0.9 | -4 | 1.2
CC1CN(C(=O)CN2C(=O)NC3(CCCCCC3)C2=O)CC(C)O1 (centres undefined) | 1.1 | 0.9 | 1.1 | -8 | -5 | nt | 1.1 | nt | 0.95
O=C1NC(=Nc2cccc(Cl)c2)SC1Cc1cccc(Cl)c1Cl (centres undefined) | nt | 1.1 | 0.9 | 22 | 10 | -9 | 0.8 | 5 | -1.6
CC1CN(c2oc(-c3ccccc3Cl)nc2C#N)CC(C)O1 (centres undefined) | 1.1 | 0.9 | 1 | -1 | 2 | 14 | 1 | -1 | 0.39
COC(=O)c1sc(=S)n(-c2ccccc2)c1N | 1.2 | 0.8 | 0.8 | 4 | 17 | -29 | 1 | 0 | 0.38
O=C(NCc1cc(C(F)(F)F)cc(C(F)(F)F)c1)C1CC(c2c(Cl)cccc2Cl)=NO1 (centres undefined) | nt | 0.9 | 0.4 | 77* | 62* | -1 | 0.2 | 0 | nt
CCc1nc2ccccc2n(CCOCCOCCn2c(=O)c(CC)nc3ccccc32)c1=O | 1.1 | 1.4 | 0.8 | 24 | 24 | 3 | 0.8 | 1 | 2

8 entries already listed, sorted by number of heavy atoms, highest first:
SMILES | MT1-MMP txn act | PLAP activator | CYP2C19 activ | CYP2C9 inhib | CYP2C19 inh | CD11b adhes inh | CYP2C9 act | CD11b adhes enh | PTK2B oligo ant
CCCCCn1c(SCC(=O)OCC)nc2cc(C(=O)N3CCC(C(N)=O)CC3)ccc2c1=O | 1.1 | 1.3 | 0.8 | 21 | 21 | -10 | 0.8 | -5 | -2
O=C(NCc1cc(C(F)(F)F)cc(C(F)(F)F)c1)C1CC(c2c(Cl)cccc2Cl)=NO1 (centres undefined) | nt | 0.9 | 0.4 | 77* | 62* | -1 | 0.2 | 0 | nt
CCCCCC(=O)Nc1nc(C)c(-c2csc(Nc3cc(Cl)ccc3C)n2)s1 | nt | 1 | 1 | 30 | 0 | -19 | 0.7 | 3 | nt
Cc1[nH]c2ccccc2c1SCC(=O)N1CCCc2ccccc21 | nt | 1 | 0.2 | 9 | 76* | 0 | 0.9 | 2 | nt
CCc1ccc2oc(=O)cc(CN3CCC(C)CC3)c2c1 | 1.1 | 1 | 0.7 | 26 | 25 | 1 | 0.7 | 3 | 1.2
COC(=O)CCn1nnc(-c2ccc(C(C)C)cc2)n1 | nt | 1.5 | 1 | -13 | 4 | 6 | 1.1 | 3 | 1.7
COC(=O)c1sc(=S)n(-c2ccccc2)c1N | 1.2 | 0.8 | 0.8 | 4 | 17 | -29 | 1 | 0 | 0.38
N#Cc1c(N)nc2c(c1N)CC(CO)O2 (centres undefined) | nt | 1.1 | 0.9 | 12 | 6 | 3 | 0.9 | -2 | 0.02
